Screens deposited in PubChem by National Center for Advancing Translational Sciences (NCATS).
Tb PYK inh: T. brucei pyruvate kinase inhibition; 410,000 compounds, 0.12% hits; AID 624173; TbPYK enzyme, Kinase-Glo Plus ATP luminescence, 45 min; Potency, µM (series often up to 76.8 µM), without a hit: top-dose activity, negative = inhibition, usual class: inhibitors; note: potency is the fitted concentration of half-maximal effect; nearly all actives have a fitted effect of over 50% in size
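Enzyme and substrate buffer are dispensed first and compound is pin-transferred. ADP at 130 uM final then starts the reaction, which runs 45 min at room temperature. Detection reagent is added for 10 min before luminescence is imaged.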
AMA1 RON2 block: disrupts binding of P. falciparum AMA1 to RON2. Potency, µM (doses to about 58.2 µM), for inactives: at the top dose activity change, negative = inhibition, usual class: inhibitors. 360,000 compounds, 0.2% hits. AlphaScreen AMA1-biotinylated RON2 peptide binding;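 note: potency is the fitted concentration of half-maximal effect; 0% = vehicle wells and -100% = peptide control; nearly all actives have a fitted effect of over 45% in size; some results filed as inactive show a strong effect at the top dose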
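AMA1 (3D7) with his tag at 25 nM final met compounds first, then biotinylated RON2 peptide at 25 nM; detection used donor plus acceptor beads, 10 µg/mL apiece, read by AlphaScreen after 30 min at room temperature.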
Sm TGR inh: inhibitors of Schistosoma mansoni thioredoxin glutathione reductase; AID 485364; 360,000 compounds, 3% hits; Potency, µM (doses to about 114 µM), for inactives: at the top dose activity change, negative = inhibition, usual class: inhibitors; Q962Y6; purified TGR, DTNB reduction, TNB absorbance 405 nm; note: potency is the fitted concentration of half-maximal effect; nearly all actives have a fitted effect of over 60% in size
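First, TGR (20 nM dispensed) and NADPH were mixed with compound. Second, a 15 min room-temperature incubation followed. Third, further NADPH and then DTNB were added to start the reaction. Finally, TNB absorbance was monitored kinetically.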
LmPK inhibitor: inhibitors of Leishmania mexicana pyruvate kinase | purified LmPK, Kinase-Glo ATP luminescence, 1 h | Potency, µM (titrated, usually from 57.5 µM), for the others: top-dose activity change, negative = inhibition, actives largely listed as inhibitors | 290,000 compounds, 0.37% hits; note: potency is the fitted concentration of half-maximal effect
Target sequence (Q27686 whole entry, looked up): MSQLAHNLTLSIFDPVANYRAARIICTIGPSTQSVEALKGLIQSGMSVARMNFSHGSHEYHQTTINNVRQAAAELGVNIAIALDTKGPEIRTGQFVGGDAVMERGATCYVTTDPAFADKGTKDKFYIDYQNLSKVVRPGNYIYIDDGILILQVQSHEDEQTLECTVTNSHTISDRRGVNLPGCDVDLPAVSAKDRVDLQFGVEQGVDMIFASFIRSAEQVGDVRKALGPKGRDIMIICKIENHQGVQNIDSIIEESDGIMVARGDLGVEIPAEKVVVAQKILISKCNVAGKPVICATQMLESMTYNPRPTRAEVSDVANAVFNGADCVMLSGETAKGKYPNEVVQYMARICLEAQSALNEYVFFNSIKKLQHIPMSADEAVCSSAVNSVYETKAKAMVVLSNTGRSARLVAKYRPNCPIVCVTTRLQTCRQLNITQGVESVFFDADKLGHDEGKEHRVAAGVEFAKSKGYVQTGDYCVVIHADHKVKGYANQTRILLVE
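0.1 nM LmPK, 0.5 mM PEP, 0.1 mM ADP; 50 mM imidazole pH 7.2, 7 mM MgCl2, 50 mM KCl; 1 h RT. Kinase-Glo luminescence readout, normalized to no-enzyme (full inhibition) and uninhibited wells.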
HCMV antiviral: inhibitors of human cytomegalovirus | HFF cells, HCMV-luciferase reporter, 72 h; stronger effect = lower value | 410,000 compounds, 4.5% hits | AID 1259415 | activity change, negative = inhibition, % at 57.5 µM; in the data active = activity change below about -60%; inconclusive = no clear call, values can overlap the other calls; inactive = above about -39%
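Cell-based, HFFs, 1000 cells/well, 16 h 37C; cpds in DMSO + HCMV-luc, MOI 1 PFU/cell; 72 h 37C; OneGlo luminescence after 5 min RT; norm. to buffer vs Salinomycin 10uM.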
AmpC detergent: inhibitors of E. coli AmpC beta-lactamase with detergent; AID 485294; 370,000 compounds, 0.041% hits; AmpC hydrolysis of nitrocefin, absorbance 480 nm, 0.01% Triton; Potency, µM (series often up to 114 µM), for inactives: top-dose activity change, negative = inhibition, hits mostly inhibitors; P00811;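 note: potency is the fitted concentration of half-maximal effect; 0% = no-compound wells and -100% = no-enzyme wells; nearly all actives have a fitted effect of over 25% in size; some results filed as inactive show a strong effect at the top dose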
Target sequence (P00811 whole entry, looked up): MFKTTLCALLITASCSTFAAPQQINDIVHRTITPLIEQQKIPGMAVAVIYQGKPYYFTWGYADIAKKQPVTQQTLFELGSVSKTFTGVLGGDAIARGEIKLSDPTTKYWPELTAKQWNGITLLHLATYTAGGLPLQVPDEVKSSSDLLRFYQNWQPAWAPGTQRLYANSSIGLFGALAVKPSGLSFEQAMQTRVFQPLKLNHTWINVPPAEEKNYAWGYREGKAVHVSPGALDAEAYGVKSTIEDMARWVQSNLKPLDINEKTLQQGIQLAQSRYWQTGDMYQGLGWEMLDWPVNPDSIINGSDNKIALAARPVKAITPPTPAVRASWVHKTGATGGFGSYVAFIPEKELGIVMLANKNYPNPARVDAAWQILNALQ
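AmpC (5.3 nM in the dispensed reagent) in 20 mM phosphate pH 7.0 with 0.01% (detergent screen) or 0.0001% Triton X-100 was preincubated with compounds for 15 min at room temperature. Nitrocefin was then added from an 800 uM solution, and hydrolysis was followed at 480 nm.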
AmpC inh no detg: inhibitors of E. coli AmpC beta-lactamase without detergent. AmpC nitrocefin hydrolysis, absorbance 480 nm, 0.0001% Triton. AID 485341. Potency, µM (top dose mostly 57.1 µM), for the others: top-dose activity change, negative = inhibition, most hits filed as inhibitors. 330,000 compounds, 0.52% hits;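 note: potency is the fitted concentration of half-maximal effect; plate controls were no compound for no effect and no enzyme for full effect; nearly all actives have a fitted effect of over 20% in size; some results filed as inactive show a strong effect at the top dose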
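AmpC (5.3 nM in the dispensed reagent) in 20 mM phosphate pH 7.0 with 0.01% (detergent screen) or 0.0001% Triton X-100 was preincubated with compounds for 15 min at room temperature. Nitrocefin was then added from an 800 uM solution, and hydrolysis was followed at 480 nm.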
* = called active by the depositor; ? = inconclusive; . = no result given; [ ] = remark or other dose. Unless noted, calls come from the whole dose curve; as a rule, active = well fitted curve in the direction sought with a large enough effect; inconclusive = small, poorly fitted or top-dose-only effect, or another doubt; inactive = no such curve, though single readings can be large; an effect the other way counts as inactive or inconclusive. Unless noted, % is set by controls: 0 for no effect and ±100 for the full control effect.

SMILES	Tb PYK inh	AMA1 RON2 block	Sm TGR inh	LmPK inhibitor	HCMV antiviral	AmpC detergent	AmpC inh no detg
O=C(NC1(C(F)(F)F)NC(=O)N(CCc2ccccc2)C1=O)C1CC1 (stereo not given)	4%	-1%	1%	0%	-23	6%	-10%
CSc1ccc(S(=O)(=O)NCCSC(C)(C)C)cc1	2%	9%	-2%	0%	34	-1%	-19%
c1cncc(CNc2nc(-c3cccnc3)nc3ccccc23)c1	1%	-8%	3%	0%	-12	3%	-22%
CC(C(=O)NCC1CCCCC1)N(C)Cc1cccc(Cl)c1 (stereo not given)	1%	-10%	?	5%	-27	-3%	106%[activator]
Cc1csc2nc(COC(=O)c3ccc(NC(=O)C(C)Oc4ccccc4)cc3)cc(=O)n12 (stereo not given)	-3%	.	23%	.	-1	1%	.
O=C(NC(c1ccc(F)cc1)c1ccc2ccccc2n1)C1CCN(Cc2ccc(Oc3ccccc3)cc2)CC1 (stereo not given)	4%	-4%	.	.	22	.	.
Cc1c(NC(=O)CSc2ccc(Cl)cc2)c(=O)n(-c2ccccc2)n1C	13%	14%	-2%	0%	-20	6%	11%
O=C(CCC1COc2ccccc2O1)NCC1COc2ccccc2O1 (stereo not given)	-8%	-4%	-4%	5%	-14	?	2%
O=C(NC1=NN(c2ccccc2)CC1)Nc1ccccc1F	-2%	-16%	?	2%	-22	6%	-19%
COc1cc(/C=N/N2C(=O)c3ccccc3NC2(C)c2cccc([N+](=O)[O-])c2)cc(Br)c1O (stereo not given)	-13%	-6%	0%	7%	-40	?	-12%
COc1ccc(C(=O)OCC(=O)c2ccc(S(=O)(=O)N3CCCCC3)cc2)c(OC)c1	-4%	-26%	-1%	.	-27	4%	6%
Cc1cc(C)cc(C(=O)NC(=S)Nc2cccnc2)c1	1%	55%[activator]	?	-8%	-14	-5%	-9%
O=C(O)c1cccc(NC(=O)c2cc(NC(=O)c3ccccc3)cc(NC(=O)c3ccccc3)c2)c1	-1%	-5%	-1%	-1%	-3	0%	-31%
COc1ccc(CNC(=O)CN2C(=O)NC3(CCCCCC3)C2=O)cc1OC	0%	6%	-9%	1%	-31	4%	-12%
COc1cccc(NC(=O)C2(C)CCN2Cc2ccc3ccccc3c2)c1 (stereo not given)	0%	0%	.	.	-17	.	.
Cc1ccc(NC(=O)c2ccc(NC(=O)N3CCSc4nc(C)cc(C)c43)cc2)c(Cl)c1	6%[15.4 µM]	.	-2%	.	0	-2%	.
CCC1(CC)C(=O)C2=C3C1[C@H](C(=O)OC)C=C(C(=O)OC)C[C@H]3[C@H]1C(=O)N(CC(=O)OC)C(=O)[C@H]1[C@H]2C (stereo not given in full)	-4%	8%	.	.	-14	.	.
O=C(Nc1ccc2c(c1)OCCO2)c1cc2sccc2n1Cc1ccccc1	2%	0%	2%	4%	?	-6%	?
O=C(/C=C/c1ccc(Cl)cc1)Nc1ccc(Br)cn1	-4%	-17%	13%	2%	-14	5%	-19%
COC(=O)CC(NC(=O)Nc1ccc(C)cc1)c1cccc([N+](=O)[O-])c1 (stereo not given)	0%	-4%	.	-5%	-6	5%	-40%
CCOc1nc(Nc2ccc(OC)cc2)nc(OCC)n1	3%	-17%	-12%	-2%	24	?	-21%
CC(C)CCNC(=O)C(=O)Nc1c2c(nn1-c1ccccc1)CS(=O)(=O)C2	-9%	.	-2%	.	-9	-1%	.
Cc1ccc(S(=O)(=O)c2c(C)cc(C)[nH]c2=O)cc1	0%	3%	28%	2%	3	-14%	-18%
CC(C)OP(=O)(OC(C)C)C(NC(=O)c1ccccc1)C(N)=O (stereo not given)	-3%	-1%	1%	7%	?	5%	0%
CCCn1c(CNc2ccccc2O)nc2ccccc21	-8%	14%	0%	-3%	-9	?	-36%
CCOc1ccc(Cc2noc3c2C(=O)CC(C)(C)C3)cc1OCC	1%	-4%	-2%	-11%	?	6%	158%[activator]
Cc1ccn2cc(C(=O)Nc3ccc4c(c3)OCCO4)nc2c1	0%	32%[activator]	2%	-15%	?	-8%	-16%
Cc1noc(-c2ccc(-c3noc(-c4ccc(F)cc4)n3)cc2)n1	0%	.	0%	.	9	-9%	.
Cc1cc(C)nc(N/N=C/C2=C(N3CCOCC3)C(=C/c3ccccc3)/CC2)n1	-10%	43%[activator]	?	5%	?	3%	52%
CCN1/C(=C2\C(=O)N(c3ccccc3)N=C2C)C=Cc2cc(C)ccc21	0%	2%	-8%	-3%	35	?	-6%
c1ccc(-c2ccnc3nc(N4CCN(c5ccccc5)CC4)nn23)cc1	-4%	-13%	-13%	4%	-15	-16%	86%[activator]
Cc1ccsc1C(=O)N1CCC(CO)(Cc2ccccc2)CC1	6%	8%	-32%	3%	7	-4%	-8%
O=C(Nc1c2c(nc3ccccc13)CCCC2)c1ccccc1Br	5%	19%	-9%	12%	?	-2%	-2%
Cc1c(Cl)c([N+](=O)[O-])nn1CC(=O)N1CCN(C23CC4CC(CC(C4)C2)C3)CC1	24%	0%	-14%	3%	?	-13%	28%
Cc1cccc(NC(=O)CN2CCN(C(=O)CN3C(=O)NC4(CC(C)CC(C)(C)C4)C3=O)CC2)c1C (stereo not given)	-11%	4%	.	.	0	.	.
O=C(CCNC(=O)c1ccccc1Cl)NCCC1=CCCCC1	4%	8%	-2%	.	-17	0%	-1%
Cc1ccccc1C(=O)c1cccn1CC(=O)NCCN1CCN(c2cccc(C)c2C)CC1	-1%	?	-3%	2%	25	-1%	181%[activator]
O=C(NCc1ccccc1Cl)c1cnn2cccnc12	-13%	-3%	-3%	-4%	12	?	-19%
NC(=O)NC(c1ccccc1)c1ccccc1	4%	14%	-15%	4%	2	2%	-17%
COc1cccc(-c2cc(C(=O)Nc3ccncc3)c3ccccc3n2)c1	-15%	-8%	-20%	9%	3	-8%	-17%

5 entries from above, in markdown:
| SMILES | Tb PYK inh | AMA1 RON2 block | Sm TGR inh | LmPK inhibitor | HCMV antiviral | AmpC detergent | AmpC inh no detg |
| --- | --- | --- | --- | --- | --- | --- | --- |
| O=C(CCNC(=O)c1ccccc1Cl)NCCC1=CCCCC1 | 4% | 8% | -2% | . | -17 | 0% | -1% |
| Cc1ccccc1C(=O)c1cccn1CC(=O)NCCN1CCN(c2cccc(C)c2C)CC1 | -1% | ? | -3% | 2% | 25 | -1% | 181%[activator] |
| O=C(NCc1ccccc1Cl)c1cnn2cccnc12 | -13% | -3% | -3% | -4% | 12 | ? | -19% |
| NC(=O)NC(c1ccccc1)c1ccccc1 | 4% | 14% | -15% | 4% | 2 | 2% | -17% |
| COc1cccc(-c2cc(C(=O)Nc3ccncc3)c3ccccc3n2)c1 | -15% | -8% | -20% | 9% | 3 | -8% | -17% |

(list continues)
SMILES	Tb PYK inh	AMA1 RON2 block	Sm TGR inh	LmPK inhibitor	HCMV antiviral	AmpC detergent	AmpC inh no detg
O=C(c1cc2c(s1)-c1ccccc1OC2)N1CCN(c2ccccc2F)CC1	3%	.	1%	.	-4	0%	.
CN(c1ccc(OCC(=O)OCC(=O)Nc2ccc(OC(F)F)cc2)cc1)S(=O)(=O)c1cccs1	0%	-10%	.	.	0	.	-30%
CCN(CC)S(=O)(=O)c1cccc(C(=O)Nc2cc(C)cc(C)c2)c1	-2%	-12%	-16%	0%	9	-1%	-16%
CCOc1cc(C(=O)NCc2ccccc2)ccc1OCC(=O)N1CCOCC1	2%	4%	-2%	0%	-31	?	-15%[11.4 µM]
CCCCCCCOC(=O)C[N+](C)(C)CCOC1CC2CCC1(C)C2(C)C (stereo not given)	-9%	66%[activator]	-3%	5%	-73*	0%	229%[activator]
CC1(C)NC(=O)N(CC(=O)N2CCN(c3ccc([N+](=O)[O-])cc3)CC2)C1=O	1%	-1%	6%	.	-2	-2%	-20%
CN(C)CC(C)(C)CNS(=O)(=O)c1cccc(Cl)c1Cl	-8%	-2%	-21%	4%	?	-4%	-13%
Cc1ccc(S(=O)(=O)N2CCN(c3ccc4nnc(-c5ccccc5)n4n3)CC2)cc1	5%	-3%	6%	2%	68	1%	-1%
CCN(CC)S(=O)(=O)c1ccc(Cl)c(C(=O)NC)c1	-4%	-17%	1%	0%	9	-9%	-6%
CC(C)N(C(=O)CSc1nc2ccccc2n1Cc1ccc(F)cc1)C(C)C	-17%	3%	0%	7%	3	?	60%[activator]
O=C(Nc1ccc(NC(=O)C2CCCCC2)nc1)c1ccccn1	1%	48%[activator]	.	-28%	60	1%	-14%
O=C(Nc1ccc(S(=O)(=O)NCc2ccccc2)cc1)c1ccc(Br)o1	-2%	-8%	1%	6%	?	?	-23%
O=C(N=C1SC2CS(=O)(=O)CC2N1Cc1ccc(Cl)cc1)C1CC1 (stereo not given)	0%	-4%	-12%	-5%	-10	4%	-4%
COc1ccccc1NC(=O)Nc1ccc2[nH]c(=O)[nH]c2c1	2%	10%	2%	2%	8	-5%	-42%
CC(C)(C)Cc1nnc(NC(=O)CSc2ccccc2)s1	?	0%	5%	-5%	78	0%	-47%
COc1ccccc1Cc1c(-c2ccc(C#N)cc2)nc2ccc(C)cn12	2%	-6%	.	.	-5	.	.
CC(OC(=O)c1ccc([N+](=O)[O-])s1)C(=O)NC1CCCCC1C (stereo not given)	0%	-7%	-29%	.	8	-10%	-15%
Cc1ccc(CN2CCCn3nc(C(=O)NCc4ccc(OC(C)C)cc4)cc3C2=O)cc1	1%	.	2%	.	-33	-4%	.
CCCn1cc(SCC(=O)Nc2cc(C)on2)c2ccccc21	1%	-5%	18%	-1%	16	6%	-31%
COc1ccc(/C=N/NC(=O)c2cccc(C(=O)N/N=C/c3ccc(OC)cc3)n2)cc1	-2%	73%[activator]	5%	3%	6	-3%	-32%
COc1cccc(-c2ccc(NC(=O)C3CCCN(CCCn4cccn4)C3)cc2)c1 (stereo not given)	-4%	1%	-21%	-5%	-29	3%	-23%
O=C1C2CC=CCC2C(=O)N1c1ccc(NCCc2ccc(O)cc2)c([N+](=O)[O-])c1 (stereo not given)	-3%	?	-1%	4%	15	?	-12%
CN(C)c1ccc(-c2sc(Nc3ccccc3)n[n+]2-c2ccc(F)cc2)cc1	-7%	-5%	-12%	-4%	3	0%	-9%
